CSM14.1 death rescue: rescue of cells from ER stress-induced death, primary screen, 384-well, CSM14.1, thapsigargin, ATP luminescence (AID 1222); CSM14.1 thapsigargin-induced death rescue, ATP luminescence; higher % means a stronger effect; cellular ATP content (survival), % at 20 µM; hits with a dose series show EC50 in µM; 190,000 tested, under 10 active;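 active = EC50 below 50 µM in the dose-response confirmation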;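 note: death triggered by thapsigargin at about 15 µM added after 2 h compound pretreatment; cell ATP read after overnight thapsigargin exposure of roughly 18 to 22 hours; normalized against plate controls of thapsigargin alone and 5% DMSO vehicle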
RSV antiviral HEp-2: RSV antiviral activity via CPE protection, HEp-2 cells, primary 10 µM value included (AID 2391); HEp-2 cells, RSV-induced CPE inhibition; higher % means a stronger effect; 310,000 compounds, 0.13% hits; CPE inhibition, % at 10 µM; hits with a dose series show IC50 in µM; in the data active = a potency from the dose series; inconclusive = CPE inhibition mostly from about 23% at the one dose, without a potency; inactive = the rest, 99 in 100 with CPE inhibition below about 21%; note: strong numbers were not always called active
Yfh1-off respiration: enhancers of respiration in Yfh1-depleted yeast, dose response, Friedreich's ataxia, plus single-dose screen (AID 1465); fold induction at 50 µM, or EC50 in µM where a hit was titrated; S. cerevisiae Yfh1-off respiration, WST-1 reduction, 72 h; higher fold induction means a stronger effect; 220,000 compounds, 0.074% hits;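 active = fold induction of absorbance versus untreated yeast above a set limit, then at least 30% activation at any dose in follow-up; inconclusive = repeats straddling the limit, or above it without dose testing; inactive = fold induction below the set limit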;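 note: activators that raise dye reduction in frataxin-depleted yeast; strong numbers were not always called active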
SV40 large T antigen: SV40 large T antigen inhibitors, biochemical (AID 1903) | one-dose inhibition, % at 20 µM; IC50 in µM for titrated hits | SV40 large T antigen ATPase/helicase inhibition assay; higher % means a stronger effect | 310,000 compounds, 0.39% hits; in the data active = a potency from the dose series; inconclusive = inhibition mostly from about 32% at the one dose, without a potency; inactive = the rest, 99 in 100 with inhibition below about 32%; note: strong numbers were not always called active
K1F lysis inhibition: inhibition of K1F phage lysis, E. coli UTI89, bacterial capsule biogenesis inhibitors, alamar blue (AID 488966); 340,000 compounds, 0.02% hits; inhibition, % at 100 µM; hits with a dose series show IC50 in µM; E. coli UTI89 K1F phage lysis, alamar blue, 2 h; higher % means a stronger effect;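 active = phage lysis inhibition, versus mean bacterial control, above a set limit; inconclusive = no clear call, values can overlap the other calls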;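 note: capsule biogenesis inhibitors block K1F phage lysis so surviving cells raise fluorescence; higher fluorescence means more inhibition of phage lysis; actives were called in the ten point dose series up to 300 µM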
XIAP antagonists: XIAP antagonists, biochemical, IAP family, fluorescence polarization (AID 1018). XIAP BIR domain, fluorescence polarization peptide displacement; higher % means a stronger effect. displacement, % at 20 µM; hits with a dose series show IC50 in µM. 200,000 compounds, 0.007% hits; in the data active = displacement above about 50%; note: a part of the inactive calls stands beside numbers as strong as those of hits
Dengue-2 NS5 capping: flavivirus cap methylation enzyme inhibition – biochemical, confirmation dose response, primary screen (AID 588689); one-dose inhibition, % at 25 µM; IC50 in µM for titrated hits; Dengue-2 NS5 methyltransferase capping enzyme assay, biochemical; higher % means a stronger effect; 340,000 compounds, 0.3% hits; in the data active = a potency from the dose series; inconclusive = inhibition above about 29% without an active follow-up result
West Nile virus CPE: West Nile virus antiviral activity, cell-based, CPE readout (AID 1621); West Nile virus-infected cells, CPE inhibition; higher % means a stronger effect; one-dose CPE inhibition, % at 10 µM; IC50 in µM for titrated hits; 290,000 compounds, 0.02% hits; in the data active = a potency from the dose series; inconclusive = CPE inhibition mostly from about 3.7% at the one dose, without a potency; inactive = the rest, 99 in 100 with CPE inhibition below about 2.2%; note: strong numbers were not always called active
WT yeast gro inh: growth inhibition of WT yeast, mitochondrial fusion screen | AID 1362 | inhibition, % at 10 µM | mitochondrial fusion phenotypic screen, WT strain | 190,000 compounds, 2.1% hits; in the data active = inhibition above about 58%; tested in S. cerevisiae
WT yeast gro inh mutant strain: second read-out of WT yeast gro inh, no call of its own (marks repeat the call); inhibition, %; mitochondrial fusion phenotypic screen, mutant strain inhibition
Dengue-2 NS5 capping pilot replicate: second read-out of Dengue-2 NS5 capping, no call of its own (marks repeat the call); inhibition, %; measured here: pilot screen replicate inhibition
Active calls of the source: *; i = inactive; ? = inconclusive; · = not tested or not shown; [ ] = remark or other dose.

SMILES	CSM14.1 death rescue	RSV antiviral HEp-2	Yfh1-off respiration	SV40 large T antigen	K1F lysis inhibition	XIAP antagonists	Dengue-2 NS5 capping	West Nile virus CPE	WT yeast gro inh	WT yeast gro inh mutant strain	others
CCOc1ccc(CCNC(=O)C2CCCN(S(C)(=O)=O)C2)cc1OCC (stereo not drawn)	·	0.1%	·	26%	0.2%	·	-3%	-0.6%	·	·
O=C(c1ccc(F)cc1)N1CCN(C2CCC(c3ccccc3)CC2)CC1 (stereo not drawn)	10%	-0.2%	i	21%	-0.1%	12%	7%	0.1%	-54	15
CCc1c(C#N)c(SCCC(=O)Nc2ccc(C)cc2)nc2c1C(=O)CC(C)(C)C2	3.9%	-0.9%	i	-5%	0.7%	-0.2%	-2%	-0.5%	·	·
COc1ccc(C(=O)C2CCCN(C(=O)c3ccoc3C)C2)cc1F (stereo not drawn)	·	-1.3%	i	12%	0.1%	·	-14%	-1.1%	·	·
Cc1cc(Cl)ccc1OCCCC(=O)NCC1CCCO1 (stereo not drawn)	-1.6%	1.5%	i	15%	3.1%	1.0%	14%	-0.8%	-16	-2
O=C(Nc1nnc(-c2ccco2)o1)c1ccc(N2C(=O)CCC2=O)cc1	0.6%	2.2%	i	-2%	0.5%	-5.0%	-2%	1.5%	-2	10
CSCC[C@H](NC(=O)c1ccc2ccccc2c1)C(=O)N1CCC2(CC1)NCCc1[nH]cnc12	·	-1.6%	·	4%	0.1%	·	-2%	-0.7%	·	·
Cc1ccccc1OCC(=O)NCCNC(=O)c1ccccn1	·	4.0%	·	2%	0.2%	·	-9%	0.0%	·	·
CC1=Nc2ccc3ccccc3c2C1(C)C	0.0%	-1.0%	i	5%	0.5%	-9.5%	·	-0.5%	0	-4
Cc1ccc(Oc2ccccc2NC(=O)C2=COCCO2)cc1	·	-0.6%	·	8%	0.7%[50 µM]	·	-9%	·	·	·
CCc1ccc(N(CC(=O)N2CCCCCC2)S(C)(=O)=O)cc1	·	1.1%	·	9%	0.2%	·	-6%	-0.9%	·	·
CCOC(=O)N1CCN(C(=O)C2CCN(Cc3nc(-c4ccccc4C)oc3C)CC2)CC1	4.1%	-0.4%	·	7%	4.9%	-4.5%	1%	·	14	-10

Two compounds drawn at random from the list so far, as already listed:
SMILES	CSM14.1 death rescue	RSV antiviral HEp-2	Yfh1-off respiration	SV40 large T antigen	K1F lysis inhibition	XIAP antagonists	Dengue-2 NS5 capping	West Nile virus CPE	WT yeast gro inh	WT yeast gro inh mutant strain	others
CC1=Nc2ccc3ccccc3c2C1(C)C	0.0%	-1.0%	i	5%	0.5%	-9.5%	·	-0.5%	0	-4
CSCC[C@H](NC(=O)c1ccc2ccccc2c1)C(=O)N1CCC2(CC1)NCCc1[nH]cnc12	·	-1.6%	·	4%	0.1%	·	-2%	-0.7%	·	·

Next part
SMILES	CSM14.1 death rescue	RSV antiviral HEp-2	Yfh1-off respiration	SV40 large T antigen	K1F lysis inhibition	XIAP antagonists	Dengue-2 NS5 capping	West Nile virus CPE	WT yeast gro inh	WT yeast gro inh mutant strain	others
O=C(COC(=O)c1cccnc1)c1ccc(Cl)cc1	-1.2%	2.0%	i	1%	3.7%	-4.0%	-1%	0.9%	-11	-2
CCn1c(SCC(=O)Nc2ccc(N(C)C)cc2)nnc1-c1ccco1	·	2.2%	·	38%	1.4%	·	-16%	-0.6%	·	·
CCC(=O)Nc1ccc(/C(C)=N\NC(=O)c2ccc(C)s2)cc1	-0.6%	0.6%	i	5%	1.0%	-5.5%	-8%	0.0%	-30	-3
CCCCN(CC)CCCNC(=O)c1cn(C)c(=O)c2c1c1ccccc1n2C	·	22%	·	10%	0.0%	·	-4%	-0.4%	·	·
N#C/C(C(=S)Nc1ccccc1)=C1/NN=C(N2CCOCC2)N1c1ccccc1	1.3%	0.3%	i	11%	0.0%	-2.4%	-9%	0.0%	2	9
CCOC(=O)c1[nH]c(C)c(C(=O)NCc2ccc(Cl)cc2)c1C	8.3%	0.6%	i	1%	-1.2%	-1.9%	-7%	-0.3%	3	1
Cc1ccc(-n2ncc3c2CC(C)(C)CC3NC(=O)c2ccncc2)cc1 (stereo not drawn)	·	-0.5%	·	11%	-0.1%	·	-1%	-0.8%	·	·
CN(Cc1cccc2cnccc12)C(=O)c1cc(COc2ccc(F)cc2Cl)on1	·	0.4%	·	9%	-0.2%	·	-5%	2.4%	·	·
Cc1ccc(Cn2nnc3c(=O)[nH]c(C4CCN(C(=O)c5cccs5)CC4)nc32)cc1	·	-2.8%	i	8%	3.8%	-3.5%	-5%	0.8%	9	2
O=C(CN1C(=O)C2C3CCC(C3)C2C1=O)OCC(=O)c1ccccc1 (stereo not drawn)	·	0.9%	·	20%	0.1%	·	-2%	-0.3%	·	·
CCN(CC(=O)Nc1c(F)cccc1F)C(=O)CCNC(=O)c1ccccc1OC	·	-0.7%	·	9%	1.0%[50 µM]	·	-11%	·	·	·
Cc1c(Cl)c([N+](=O)[O-])nn1CC(=O)NCc1ccco1	-1.5%	0.5%	i	3%	0.3%	-25%	1%	0.1%	-7	-2
O=C(Nc1cc(C(F)(F)F)ccc1F)C1CCCC1	-0.7%	2.0%	i	7%	0.8%	-7.3%	-3%	0.2%	-6	-11
CCN1/C(=C2/SC(=S)N(NC(C)=O)C2=O)Sc2ccccc21	·	1.0%	·	0%	-0.1%	·	22%	-0.3%	·	·	Dengue-2 NS5 capping pilot replicate=17
CCOc1ccc(N/C(C)=C/C(=O)c2ccc3c(c2)OCCO3)cc1	·	?	i	7%	0.4%	·	6%	0.8%	·	·
Cc1cccnc1N(C(=O)Nc1ccccc1)C1=NCC(C)(C)S1	0.8%	1.6%	i	6%	0.5%	-2.5%	-7%	0.2%	17	30
O=C(Nc1nnc(S(=O)(=O)N2CCCCC2)s1)c1ccccc1Br	·	0.5%	·	17%	-0.1%	·	2%	3.3%	·	·
Cc1ccc(-c2csc3ncn(CC#N)c(=O)c23)cc1	-0.7%	4.6%	i	5%	4.2%	-7.9%	-6%	-0.7%	-4	-14
COc1cc(NC(=O)c2c(F)cccc2F)c(Cl)cc1Cl	1.6%	-1.8%	i	15%	·	-5.0%	·	-0.4%	-10	11
Cc1cc(C)c(C#N)c(SCC(=O)C2CC2)n1	·	1.8%	i	11%	·	·	·	-0.2%	·	·
CC(OC(=O)/C(C#N)=C/c1ccc(N(C)C)cc1)C(=O)NCc1ccco1 (stereo not drawn)	·	1.4%	·	12%	1.0%	·	?	·	·	·
COc1ccccc1NC(=O)CN(c1ccc(C)cc1)S(=O)(=O)c1c(C)n[nH]c1C	-0.6%	11%	i	3%	3.3%	-1.7%	5%	-1.0%	-6	21
O=[N+]([O-])c1c(NCCO)cc(N2CCC3(CC2)OCCO3)c2nonc12	3.4%	1.1%	i	5%	0.4%	-5.3%	-8%	1.3%	-24	-18
COc1ccc(OCC(O)CN(C)C(=O)C(C)Oc2ccccc2)cc1 (stereo not drawn)	·	0.6%	·	3%	0.5%	·	3%	-0.8%	·	·
O=C(N/N=C/c1c(Cl)[nH]c2ccccc12)c1sc2ccccc2c1Cl	-3.0%	12%	i	1%	1.5%[50 µM]	0.5%	-5%	1.7%	62*	41*
COc1ccc2sc(NC(=O)c3ccco3)nc2c1	-4.4%	-0.5%	i	13%	8.1%	-2.5%	0%	-1.0%	17	20
Cn1nc(C(=O)OCC(=O)NCCc2ccccc2)c2ccccc2c1=O	·	1.2%	·	27%	0.1%	·	-10%	-0.1%	·	·
CCCCC(=O)Nc1nnc(C)s1	-1.1%	0.9%	i	20%	1.1%	-2.8%	6%	0.0%	-8	1
Cc1ccc(C)c(OCC(=O)NCCN(C)C)c1	-1.1%	1.3%	i	15%	0.3%	-6.9%	3%	-0.1%	-7	1
FC(F)(F)c1cccc(N2CCN(c3ccc4nnc(-c5ccccc5)n4n3)CC2)c1	-0.7%	3.6%	i	2%	-3.1%	-0.5%	3%	1.7%	29	-25
CCN1CCN(C(=S)Nc2cccc([N+](=O)[O-])c2)CC1	1.0%	2.2%	i	-4%	1.1%[50 µM]	-5.7%	-7%	-0.8%	-20	12
CN(C)C=NC(=O)c1cc(C(=O)c2ccc(Cl)cc2)c[nH]1	-2.6%	3.0%	i	4%	-2.9%	-11%	-4%	-0.5%	-4	-2
CC(C)(C)C(=O)CSc1nc2c(c(-c3cccs3)c1C#N)CCC2	-0.2%	1.8%	i	3%	0.0%	-0.5%	-9%	-0.6%	3	-10
CCN(CC(=O)Nc1c(F)cccc1F)C(=O)C1CCN(S(=O)(=O)c2ccc(C)c(C)c2)CC1	·	-1.1%	·	15%	0.7%[50 µM]	·	1%	·	·	·
COC(=O)c1sc(-c2ccc(Cl)cc2)cc1NC(=O)CSCC(=O)O	·	16%	i	10%	-0.9%	·	2%	1.5%	·	·
Cc1cccc(N2C(=O)C(Cl)=C(Nc3c(C)n(C)n(-c4ccccc4)c3=O)C2=O)c1C	-4.0%	0.3%	i	20%	3.6%	-0.6%	10%	0.6%	5	4
O=C(CN1C(=O)CCC1=O)Nc1nc2c(F)cc(F)cc2s1	·	-0.6%	i	10%	-0.7%	·	-3%	0.3%	20	-2
CCc1ccccc1Nc1nc(N)nc(COC(=O)c2cccn2C)n1	0.6%	13µM*	i	3%	7.8%	-1.3%	-10%	-0.3%	-6	2
CC1=C(C(=O)OC2CCCCC2)C(c2ccccc2)NC(=O)N1 (stereo not drawn)	·	1.4%	·	2%	-1.9%	·	·	-1.3%	·	·
Cc1cc(C)n2nc3nc(N4CCCC4)nc(-c4ccccc4)c3c2n1	0.6%	7.0%	i	8%	0.6%	-1.7%	-1%	0.2%	1	16
CCOc1ccc(N2CC(C(=O)Nc3ccc(S(=O)(=O)NCC4CCCO4)cc3)CC2=O)cc1 (stereo not drawn)	·	1.8%	·	9%	-0.2%	·	-3%	-0.2%	·	·
CCn1nc(NC(=O)c2ccco2)c2cc3cc(C)ccc3nc21	·	·	i	15%	0.2%	·	3%	0.7%	·	·
CCOC1(OCC)N=C(N)C2(C#N)C(c3cccc(OC)c3OC)C12C#N (stereo not drawn)	-1.2%	0.6%	i	4%	-0.2%	-25%	-2%	0.1%	-18	-7
CCOC(=O)c1ccccc1NC(=O)CSc1nc2ccccc2o1	3.9%	2.6%	i	2%	-1.4%	-1.0%	-6%	·	16	7
COc1ccc(N(C2=NCCCS2)S(=O)(=O)c2ccc(C(C)(C)C)cc2)cc1	1.0%	1.0%	i	4%	0.3%	-5.8%	0%	-0.1%	-6	7
COc1cccc2[nH]c(C(=O)NCC3CCCO3)cc12 (stereo not drawn)	·	2.8%	·	-4%	0.0%	·	-8%	0.6%	·	·
Cc1cccc(C(=O)N2c3ccccc3C(=O)OC2c2ccc3c(c2)OCO3)c1 (stereo not drawn)	-1.3%	1.4%	·	13%	-0.3%[50 µM]	-3.5%	-3%	·	20	17

Screening results from PubChem BioAssay.
